Bioassay records (PubChem BioAssay)
EPAC1 ag: activates human EPAC1 exchange factor; EPAC1 agonist qHTS, biochemical assay; response scale: 100% = response to 6.5 mM cAMP; Potency, µM (doses to about 154 µM), for the others: at the top dose activation, most hits filed as activators; 360,000 compounds, 0.073% hits; AID 720707; note: nearly all actives have a fitted effect of over 60% in size
Target sequence (O95398 whole entry, looked up): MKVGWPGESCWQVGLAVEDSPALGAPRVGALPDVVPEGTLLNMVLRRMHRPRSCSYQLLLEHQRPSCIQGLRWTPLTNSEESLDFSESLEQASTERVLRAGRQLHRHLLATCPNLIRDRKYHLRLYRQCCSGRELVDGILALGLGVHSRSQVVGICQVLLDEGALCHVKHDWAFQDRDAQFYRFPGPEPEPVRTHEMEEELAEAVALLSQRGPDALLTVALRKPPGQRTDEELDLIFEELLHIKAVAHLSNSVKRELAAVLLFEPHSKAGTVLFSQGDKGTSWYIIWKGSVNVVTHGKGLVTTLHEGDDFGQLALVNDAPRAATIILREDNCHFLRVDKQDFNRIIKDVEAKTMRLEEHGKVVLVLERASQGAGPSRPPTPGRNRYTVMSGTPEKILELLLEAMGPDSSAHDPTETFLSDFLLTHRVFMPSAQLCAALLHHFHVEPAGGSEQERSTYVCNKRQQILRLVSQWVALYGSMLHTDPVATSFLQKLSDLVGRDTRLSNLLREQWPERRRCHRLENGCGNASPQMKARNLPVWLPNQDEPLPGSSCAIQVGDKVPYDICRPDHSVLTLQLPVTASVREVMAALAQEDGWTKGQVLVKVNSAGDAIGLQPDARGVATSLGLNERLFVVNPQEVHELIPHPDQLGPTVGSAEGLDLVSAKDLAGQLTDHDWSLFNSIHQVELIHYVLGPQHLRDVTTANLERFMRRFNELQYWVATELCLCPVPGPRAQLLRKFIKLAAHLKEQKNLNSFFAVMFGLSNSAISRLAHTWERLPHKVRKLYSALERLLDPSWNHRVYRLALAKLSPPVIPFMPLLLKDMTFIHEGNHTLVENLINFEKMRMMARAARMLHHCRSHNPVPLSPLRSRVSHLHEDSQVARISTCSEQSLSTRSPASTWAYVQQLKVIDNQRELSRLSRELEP
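Nucleotide exchange by EPAC1 (100 nM) on Rap1B–BODIPY-GDP (250 nM) in the presence of 50 uM GDP is tracked fluorescently at 480/540 nm over 30 min. Signals are normalized to a 6.5 mM cAMP control.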
TDP43 rescue: rescues yeast growth from TDP-43 toxicity; TDP-43 expressing yeast growth rescue, BacTiter-Glo, 24 h; Potency, µM (doses to about 46.1 µM), inactives show at the highest dose growth rescue (activation), actives largely listed as activators; 410,000 compounds, 1.8% hits; AID 652104; note: % of control where 0% means no effect; nearly all actives have a fitted effect of over 50% in size
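Galactose-induced TDP-43 yeast, OD600=0.02, compound pinned; 24 hr, 30 deg C; BacTiter-Glo luminescence for growth. Inhibitors of TDP-43 toxicity read as activators.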
aSyn yeast inh: rescues yeast growth from alpha-synuclein toxicity; Yeast expressing alpha-synuclein, growth rescue, BacTiter-Glo, 24 h; Potency, µM (titrated, usually from 46.1 µM), without a hit: top-dose growth rescue (activation), actives largely listed as activators; 370,000 compounds, 0.14% hits; note: % of control where 0% means no effect; nearly all actives have a fitted effect of over 65% in size
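Galactose-induced alpha-syn yeast (OD600=0.02, raffinose-pregrown) + pinned cpd, 24 hr, 30 deg C; growth by BacTiter-Glo luminescence. Growth restoration scores as activation.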
PTHR1 agonist: activates the human parathyroid hormone receptor PTHR1; Q03431; HEK293 GP2 PTHR1 cells, GloSensor cAMP luminescence, 1 h; Potency, µM (highest dose often 115 µM), for inactives: top-dose activation, most hits filed as activators; 410,000 compounds, 0.075% hits; AID 743266; note: nearly all actives have a fitted effect of over 55% in size; some results filed as inactive show a strong effect at the top dose; inactives centre near -15; many of its hits are not listed in these tables
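HEK-293-derived GP2 cells expressing PTHR1 and a GloSensor cAMP reporter, 3,000/well, plated overnight, given luciferin plus IBMX (each 0.5 mM as added) for 1 h at 37 °C, then compound for 1 h at 37 °C. Luminescence was read after 15 min at room temperature.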
EPAC1 antagonist: EPAC1 (human) antagonism; O95398; EPAC1 GEF assay, Rap1b-BODIPY-GDP exchange fluorescence; Potency, µM (series often up to 115 µM), for the others: at the highest dose activity change, negative = inhibition, most hits filed as inhibitors; 360,000 compounds, 0.14% hits;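 note: plate controls were vehicle for no effect and positive control for full effect; nearly all actives have a fitted effect of over 50% in size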
FUS yeast rescue: suppressors of FUS proteinopathy in yeast. S. cerevisiae FUS-expressing, growth rescue, OD600, 24 h. Potency, µM (titrated, usually from 76.6 µM), inactives show at the top dose growth rescue (activation), hits mostly activators. 390,000 compounds, 0.24% hits;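 note: plate controls were DMSO vehicle for no effect and reference control for full effect; nearly all actives have a fitted effect of over 55% in size; some results filed as inactive show a strong effect at the top dose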
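Galactose (2%) drives FUS expression in yeast precultured in raffinose; seeding density OD 0.005. Test compounds incubated 24hr at 30C and 99% humidity before absorbance at 600 nm was measured.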
EPAC2 antag: antagonists of human EPAC2; Potency, µM (top dose mostly 114 µM), for the others: at the top dose activity, negative = inhibition, actives largely listed as inhibitors; EPAC2 GEF exchange of Rap1B-BODIPY-GDP, fluorescence; 360,000 compounds, 0.18% hits; note: % is set by controls: 0 for no effect and ±100 for the full control effect; nearly all actives have a fitted effect of over 45% in size; many of its hits are not listed in these tables
EPAC2 ag: agonists of human EPAC2 (RAPGEF4). Q8WZA2. EPAC2 activation, biochemical qHTS; response scale: 100% = 6.5 mM cAMP response. Potency, µM (top dose mostly 154 µM), for the others: at the top dose activation, actives largely listed as activators. 360,000 compounds, 0.079% hits. AID 720711; note: nearly all actives have a fitted effect of over 50% in size
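Compounds were titrated in qHTS against a Rap1B-BODIPY-GDP (250 nM) complex with EPAC2 (100 nM) and GDP (50 uM). BODIPY-GDP release tracked at 480/540 nm over 30 min at room temperature, normalized to 6.5 mM cAMP.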
The depositor's hits bear a star; i = inactive; u = inconclusive; x = no result given; & = joins results of further samples; [ ] = dose if it differs, or a comment. Calls come from the whole dose curve; as a rule, active = well fitted curve in the direction sought with a large enough effect; inconclusive = small, poorly fitted or top-dose-only effect, or another doubt; inactive = no such curve, though single readings can be large; an effect the other way counts as inactive or inconclusive. Potency is the fitted concentration of half-maximal effect. These rows are one share of the data; count on the stated rates, not on these rows.

SMILES	EPAC1 ag	TDP43 rescue	aSyn yeast inh	PTHR1 agonist	EPAC1 antagonist	FUS yeast rescue	EPAC2 antag	EPAC2 ag
Cc1ccc(NC(=O)c2c(C)noc2C)cc1	4%	14%	6%	i	4%	-30%	-7%	-1%
Cc1ccc(S(=O)(=O)Nc2cccc(-c3cn4ccsc4n3)c2)cc1	15%	u	9%	-17%[57.5 µM]	-14%	u	-13%	-8%
Cc1cc(NC(=O)c2cccs2)cc(-c2nc3cc(Cl)ccc3o2)c1O	x	5%	-3%	-13%	x	-9%	x	x
Cc1cccc(OCC(=O)NCc2nnc3ccc(C(F)(F)F)cn23)c1C	-7%	-3%	-1%[1.84 µM]	-22%	19%	21%	5%	-10%
CCN1C(=O)[C@@H]2[C@@H](c3ccc(SC4CCCCC4)cc3)N3CCC[C@@]3(C(=O)OC)[C@@H]2C1=O	-6%	4%	17%	i	-6%	u	1%	2%
CCOc1ccc(OCC)c(NS(=O)(=O)c2ccc3[nH]c(=O)ccc3c2)c1	x	17%	-1%	i	x	38%	x	x
COc1cc(-c2ccccc2)nc(N)n1	3%	-31%[inhibitor]	1%	6%[57.5 µM]	5%	18%	4%	2%
Cc1nn(C)cc1C(C(=O)NC1CCCCC1)N(Cc1ccc(F)cc1)C(=O)c1cnccn1 (centres undefined)	-3%	-18%	-8%	-16%	6%	5%	1%	5%
Cc1cc(NS(C)(=O)=O)c(=O)n(Cc2c(F)cccc2Cl)c1	0%	0%	8%	i	-1%	-17%	6%	-5%
Cc1ccc(S(=O)(=O)N2C[C@H]3n4c(=O)ccc(=O)n4C[C@H](OC(=O)Nc4c(C)noc4C)[C@@]3(O)C2)cc1	3%	21%	0%	-13%	-9%	-18%	4%	13%
C/C(=N/NC(=O)c1nnn(-c2nonc2N)c1COc1ccccc1)c1ccccc1	9%	6%	-12%	i	-5%	-3%	0%	11%
CCn1ncc(CN2CCCC(C(=O)c3cccc(OC(C)C)c3)C2)c1C (centres undefined)	2%	-9%	4%	i	-1%	-21%	-4%[57.1 µM]	12%
O=C(COC(=O)C1CCN(C(=O)c2ccc(Cl)cc2)CC1)Nc1ccccc1F	9%	27%	0%	-8%	-1%	12%	4%	5%
Cc1cccc(-n2nnnc2SCC(=O)c2cc(C)n(CC3CCCO3)c2C)c1 (centres undefined)	9%	19%	2%	-15%[57.5 µM]	3%	49%	0%	13%
CN1C(=O)C2(SCC(=O)N2c2ccc(F)cc2)c2ccccc21 (centres undefined)	x	23%	2%	i	x	-21%	x	x
CCOc1cccc2sc(NC(=O)CCS(=O)(=O)c3ccccc3)nc12	1%	-15%	0%	-16%	-6%	28%	-6%	3%
COc1cc(OC)cc(-c2c(-c3cccs3)c3cc(-c4ccc5c(c4)OCO5)ccc3n2C)c1	0%	26%	3%	-5%	10%	-20%	15%	-3%
COc1ccc(NC(=O)C2CCC(CNS(=O)(=O)c3csc(C(N)=O)c3)CC2)cc1OC (centres undefined)	-8%	2%	0%	26%	-26%	4%	9%	-1%
CCc1ccc(NC(=O)CCNC(=O)Cn2cnc3ccccc3c2=O)cc1	-15%	4%&25%	1%	-29%&-1%	-10%	21%&12%	-2%	-4%
Cc1ccc(Nc2cc(C)c(O)c(C)c2)cc1	-3%	13µM*	4%	-36%[inhibitor]	0%	2%	-5%	-2%
CC(=O)Nc1ncc(N=Nc2cccc(C(F)(F)F)c2)s1	-7%	-6%	-3%	-43%[inhibitor]	u	17%	-6%	4%
COc1ccc(NC(=O)CSCC(=O)N(C)Cc2ccc(Cl)c(Cl)c2)cc1	-5%	u	u	-30%	-11%	u	-24%	7%
O=C(CNC(=O)c1ccc(Br)o1)OCc1ccc(Br)cc1	3%	u	-10%	23%	-21%	2%	-15%	10%
Cc1cc(C(=O)NCCC(C)C)c2ccccc2n1	12%	-9%	-1%	-5%	-23%	7%	-1%	-3%
O=C(O)CN1C(=O)/C(=C/c2ccc(SCc3ccccc3)o2)SC1=S	26%	16%	-3%	-29%	-1%	-14%	32%[activator]	22%
CCOc1ccccc1OCC(=O)Nc1ccc(S(=O)(=O)Nc2nc(C)cc(C)n2)cc1	8%	-23%	-3%	-6%[57.5 µM]	6%	31%	8%	-5%
CCCc1nnc(SCC(=O)Nc2cccc(Cl)c2Cl)o1	-1%	u	-1%	i	-1%	-8%	0%	5%
CCC1=NN2C(=N)/C(=C/c3ccc(OS(=O)(=O)c4ccc(C)cc4)c(OC)c3)C(=O)N=C2S1	1%	10%	5%	-17%	-25%	20%	u	7%
CCN(CC)S(=O)(=O)c1cc(NC(=O)C(C)N2CCN(c3ccccn3)CC2)ccc1C (centres undefined)	9%	x	-3%	-18%	-23%	12%	-3%	-1%
CCOC(=O)C1CCN(C(c2cc3cc(C)cc(C)c3[nH]c2=O)c2nnnn2C2CCCCC2)CC1 (centres undefined)	6%	0%	-2%	i	4%	22%	-2%	-13%

Already shown: an excerpt of the list.
SMILES	EPAC1 ag	TDP43 rescue	aSyn yeast inh	PTHR1 agonist	EPAC1 antagonist	FUS yeast rescue	EPAC2 antag	EPAC2 ag
CCN(CC)S(=O)(=O)c1cc(NC(=O)C(C)N2CCN(c3ccccn3)CC2)ccc1C (centres undefined)	9%	x	-3%	-18%	-23%	12%	-3%	-1%
CCOC(=O)C1CCN(C(c2cc3cc(C)cc(C)c3[nH]c2=O)c2nnnn2C2CCCCC2)CC1 (centres undefined)	6%	0%	-2%	i	4%	22%	-2%	-13%

Next compounds follow.
SMILES	EPAC1 ag	TDP43 rescue	aSyn yeast inh	PTHR1 agonist	EPAC1 antagonist	FUS yeast rescue	EPAC2 antag	EPAC2 ag
Cc1ccc(CNS(=O)(=O)c2cn(C)c(=O)n(C)c2=O)cc1	9%	-14%	1%	-20%	10%	x	3%	2%
Cc1ccc(-n2ncc3ccccc3c2=O)cc1Cl	-7%	-2%	-4%	-23%	19%	-24%	4%	-1%
COC(=O)c1cc(S(=O)(=O)N2CCCCC2)c[nH]1	6%	11%	1%	i	u	-24%	2%	7%
Cn1cnc(S(=O)(=O)N2CCc3ccccc32)c1	5%	2%	2%	-12%	-7%	3%	-2%	-4%
CCCCN(C)C(=O)Cn1nc(Cc2ccncc2)c2ccccc2c1=O	-7%	-16%	1%	i	-7%	15%	6%	1%
O=C1NC(CCc2ccccc2)C(=O)N1CCOc1cccc(Br)c1 (centres undefined)	-3%	-4%	9%	-30%[inhibitor]	u	-8%	-15%	10%
CCc1ccn2cc(-c3ccc4c(c3)OCO4)nc2c1	2%	-12%[1.82 µM]	-33%[inhibitor]	-32%	-1%	11%	-10%	4%
CN(C(=O)CN1C(=O)c2ccccc2S1(=O)=O)C1CCCCC1	9%	0%	8%	-49%[inhibitor]	1%	2%	-1%	-3%
CC(C)(C)NC(=O)C(c1ccncc1)n1c(=O)c(-c2cc3ccccc3[nH]2)nc2ccccc21 (centres undefined)	1%	23%	u	-2%	-12%	u	u	4%
Cc1cc(C)nc(-n2nc(C)cc2NC(=O)CN2CCc3ccccc3C2)n1	4%	-13%	u	i	11%	27%	8%	7%
O=C(Cc1ccc([N+](=O)[O-])cc1)N/N=C/c1ccc([N+](=O)[O-])o1	10%	22%	-6%	-18%	-15%	20%	-17%	4%
CCc1cccc(NC(=S)Nc2cccc3ccccc23)c1	5%	u	12%	i	14%	23%	-17%	14%
Cc1cc(NC(=O)COC(=O)C2CC(=O)N(c3ccccc3Cl)C2)no1 (centres undefined)	-3%	-32%[inhibitor]	0%	-51%[inhibitor]	12%	29%	16%	5%
CN(C)c1ccc(NC(=O)c2cn(-c3ccccc3)nc2-c2cccs2)cc1	16%	16%	5%	13%[57.5 µM]	-2%	u	-5%	19%
Cc1cs/c(=N\N=C2CCCCC2)n1Cc1ccco1	-3%	-23%[0.397 µM]	-8%	i	6%	23%	5%	9%
CC[C@]12c3[nH]c4cc(-c5ccco5)ccc4c3CCN1C(=O)[C@@H](CC(=O)NCC13CC4CC(CC(C4)C1)C3)C[C@@H]2C(=O)N1CCN(C(=O)C2CC2)CC1	-18%	7%	-4%	-7%	-14%	u	-8%	7%
Cc1cc(NS(=O)(=O)c2ccc(NC(=O)CSc3nc4ncc(Cl)cc4[nH]3)cc2)nc(C)n1	-8%	10%	1%	u	3%	8%	4%	5%
Cc1ccccc1OCC(=O)OC1CCN(C)CC1	2%	-1%	-8%	-2%[57.5 µM]	7%	-22%	-2%	0%
N/C(=N\OC(=O)CCc1ccccc1)c1cccc(Br)c1	1%	u	-94%[inhibitor]	-9%[57.5 µM]	-3%	6%	-6%	9%
C[C@@H](NC(=O)CN(c1ccccc1)S(=O)(=O)N(C)C)c1ccccc1	x	15%	-3%	i	x	-15%	x	x
CCOC(=O)N/N=C(\C)c1ccc(-n2cnnn2)cc1	6%	-4%	-7%	-17%	10%	15%	2%	2%
Cc1ccc(C(C(=O)NCC2CCCO2)N(C(=O)c2snc(C(N)=O)c2N)c2ccccc2)o1 (centres undefined)	0%	3%	3%	-28%	4%	11%	-3%	0%
CCOc1ccc(C(=O)O/N=C(\N)c2ccccn2)cc1OCC	-10%	32µM*	0%	i	12%	8%	-6%	3%
O=C(OCc1ccccc1)N1CCC2CC1c1ccc(/C=C/CCCCl)cc12 (centres undefined)	0%	-8%	16%	-1%	u	10%	-16%	7%
Cc1cc(Cl)c2oc(C(=O)NCCN3CCOC3=O)c(C)c2c1	-4%	4%	-1%	-3%	1%	28%	-13%	4%
CC(C)(C)C(=O)Nc1cccc(C(=O)c2cccc(NC(=O)C(C)(C)C)c2)c1	-9%	-10%	0%	-16%	-3%	10%	12%	-3%
Cc1ccn2cc(-c3cccc(S(=O)(=O)N4CC(C)OC(C)C4)c3)nc2c1 (centres undefined)	-1%	-6%	-1%	-25%	-8%	3%	-1%	-3%
COc1ccc(N2CCN(C(=O)c3ccc(COc4ccc5c(C)cc(=O)oc5c4)cc3)CC2)cc1	0%	-14%	-1%	-31%[inhibitor]	28%	14%	10%	5%
Cc1c(C)n2c(SCC(=O)Nc3cccc4ccccc34)nnc2[nH]c1=O	12%	-5%	-4%	4%	-1%	30%	0%	11%
CC1=C(C(=O)Nc2ccc(Cl)cc2)C(c2ccncc2)C(C#N)=C(SCC(N)=O)N1 (centres undefined)	4%	-2%	-6%	i	9%	x	-2%	-13%

Individual results from the list:
Under EPAC1 ag, `CC1=C(C(=O)Nc2ccc(Cl)cc2)C(c2ccncc2)C(C#N)=C(SCC(N)=O)N1` (centres undefined) reads 4%
Under EPAC2 ag, `COc1ccc(N2CCN(C(=O)c3ccc(COc4ccc5c(C)cc(=O)oc5c4)cc3)CC2)cc1` reads 5%
